From PubChem BioAssay
LDHA inh: LDHA (human) enzyme inhibition; activity change, % (values are at about 110 or 230 µM); purified LDHA, NADH/diaphorase-resazurin fluorescence; active compounds read low; hit rate 0.15% among 480,000; AID 1347041; in the data active = activity change below about -30%; inconclusive = mostly about -25% to -30%;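 note: plate controls were DMSO wells for no effect and wells without enzyme for full effect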
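Remaining NADH was detected by diaphorase (0.133 mg/mL) converting 37 µM resazurin to fluorescent resorufin, read at 0 and 20 minutes. The preceding 5-minute room-temperature reaction used 2 nM LDHA, 0.2 mM sodium pyruvate and 0.06 mM NADH at pH 7.4.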
Vif-APOBEC3G blk: Vif-A3G binding inhibition; Q9HC16; HeLa A3G-eYFP + Vif (tagged APOBEC3G with the HIV-1 protein that degrades it), YFP fluorescence, overnight; Potency, µM (highest dose often 46.1 µM), for inactives: at the top dose activity, negative = active, hits mostly inhibitors; hit rate 0.076% among 410,000;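 note: potency is the fitted concentration of half-maximal effect; % is set by controls: 0 for no effect and ±100 for the full control effect; nearly all actives have a fitted effect of over 60% in size; hits raise eYFP signal because A3G escapes Vif-driven loss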
Target sequence (Q9HC16 whole entry, looked up): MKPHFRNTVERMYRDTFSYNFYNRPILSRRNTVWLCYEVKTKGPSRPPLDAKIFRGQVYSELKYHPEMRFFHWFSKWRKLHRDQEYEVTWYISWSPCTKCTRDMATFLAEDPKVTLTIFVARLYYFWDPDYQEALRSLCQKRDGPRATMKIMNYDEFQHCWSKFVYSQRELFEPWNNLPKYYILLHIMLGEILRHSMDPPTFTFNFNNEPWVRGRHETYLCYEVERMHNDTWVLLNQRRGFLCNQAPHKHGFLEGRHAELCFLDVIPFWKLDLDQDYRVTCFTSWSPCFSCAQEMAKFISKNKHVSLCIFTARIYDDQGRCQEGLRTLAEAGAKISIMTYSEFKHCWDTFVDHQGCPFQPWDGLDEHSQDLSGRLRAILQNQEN
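Read-out is eYFP fluorescence (Ex 488/Em 500-530) from Vif-expressing HeLa A3G-eYFP cells; more signal means A3G escaped Vif-mediated degradation. Cells plated overnight, compound pinned in, incubated overnight at 37 deg C.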
Vif-APOBEC3F blk: inhibitors of Vif-A3F interaction | AID 602313 | hit rate 0.2% among 390,000 | Potency, µM (series often up to 46.1 µM), for the others: at the highest dose activity, negative = active | HeLa A3F-eYFP + Vif (tagged APOBEC3F with the HIV-1 protein that degrades it), YFP fluorescence increase; note: potency is the fitted concentration of half-maximal effect; % of control where 0% means no effect; nearly all actives have a fitted effect of over 65% in size
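Fluorescence increase (Ex 488/Em 500-530) after overnight compound treatment at 37 deg C flags inhibition of Vif-driven A3F-eYFP loss in stable HeLa A3F-eYFP/Vif cells seeded overnight beforehand.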
RGS4 inh: blocks human RGS4-accelerated GTP hydrolysis. Potency, µM (doses to about 114 µM), for the others: top-dose activity change, negative = inhibition, most hits filed as inhibitors. AID 504845. P49798. hit rate 0.039% among 390,000. Transcreener GDP fluorescence polarization, RGS4-accelerated GTP hydrolysis; note: potency is the fitted concentration of half-maximal effect; % is set by controls: 0 for no effect and ±100 for the full control effect; nearly all actives have a fitted effect of over 75% in size; some results filed as inactive show a strong effect at the top dose
Target sequence (P49798 whole entry, looked up): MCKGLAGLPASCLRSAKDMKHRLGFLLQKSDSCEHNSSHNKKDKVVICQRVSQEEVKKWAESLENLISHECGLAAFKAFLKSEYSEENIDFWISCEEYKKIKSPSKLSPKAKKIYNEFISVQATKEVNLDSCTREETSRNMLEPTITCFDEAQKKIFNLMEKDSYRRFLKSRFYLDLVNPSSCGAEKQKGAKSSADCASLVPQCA
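MLSMR compounds (23 nl, pin-transferred) preincubated 10 min at room temperature with a 500nM (2x) first reagent, then RGS4 at 900nM (2x) plus Transcreener GDP mix added; fluorescence polarization (620/688 nm) read before and after 90 min at 30 °C.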
mIDH1 inhibitor: blocks human mutant IDH1 R132H enzyme. O75874. IDH1-R132H enzyme, NADPH consumption, diaphorase/resazurin fluorescence. Potency, µM (titrated, usually from 76.6 µM), for inactives: at the top dose activity change, negative = inhibition, actives largely listed as inhibitors. hit rate 0.093% among 390,000. AID 602179; note: potency is the fitted concentration of half-maximal effect; % is set by controls: 0 for no effect and ±100 for the full control effect; nearly all actives have a fitted effect of over 65% in size
Target sequence (O75874 whole entry R132H, stated change not applied): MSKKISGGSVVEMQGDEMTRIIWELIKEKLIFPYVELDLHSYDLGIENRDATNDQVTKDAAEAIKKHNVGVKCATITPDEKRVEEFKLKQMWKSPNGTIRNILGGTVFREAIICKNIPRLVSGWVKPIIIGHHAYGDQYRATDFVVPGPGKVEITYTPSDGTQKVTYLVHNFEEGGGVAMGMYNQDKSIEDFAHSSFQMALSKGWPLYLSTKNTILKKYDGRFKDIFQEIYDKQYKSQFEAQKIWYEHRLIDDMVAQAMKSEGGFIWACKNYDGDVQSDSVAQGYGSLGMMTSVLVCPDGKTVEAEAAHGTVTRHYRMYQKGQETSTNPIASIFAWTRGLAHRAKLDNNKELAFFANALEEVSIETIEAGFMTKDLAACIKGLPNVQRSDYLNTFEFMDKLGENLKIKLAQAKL
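IDH1-R132H (0.5 ug/mL) preincubated 30 min with compound, then NADPH (0.016 mM) and alpha-KG (2 mM) added; 80 min at RT, pH 7.5. Remaining NADPH coupled via diaphorase/resazurin to fluorescence (540/590 nm); concentration-response curves normalized to no-enzyme control.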
USP1 inh: inhibitors of human USP1/UAF1 deubiquitinase; recombinant USP1/UAF1, Ub-Rhodamine cleavage fluorescence; Potency, µM (doses to about 57.1 µM), inactives show top-dose activity change, negative = inhibition, actives largely listed as inhibitors; hit rate 0.23% among 390,000; note: potency is the fitted concentration of half-maximal effect; % is set by controls: 0 for no effect and ±100 for the full control effect; nearly all actives have a fitted effect of over 60% in size; inactives centre near -12
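In this screen, compounds sit with the deubiquitinase complex (1nM) for 15 min at room temperature before Ub-Rho is added at 150nM final. Fluorescence rise is then followed for 6 reads every 60 seconds.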
TrxR1 substrate: is turned over as a substrate by rat TrxR1; O89049; purified TrxR1 substrate turnover, NADPH consumption readout; Potency, µM (highest dose often 114 µM), for inactives: top-dose activity change, negative = substrate turnover; hit rate 0.01% among 390,000; AID 588456; note: potency is the fitted concentration of half-maximal effect; % is set by controls: 0 for no effect and ±100 for the full control effect; nearly all actives have a fitted effect of over 50% in size
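Rat TrxR1, dispensed at 90 nM, was prereduced with 400 uM NADPH (final) for 5 min at ~22 deg C, then incubated with compound 15 min before 400 uM selenite. A first-read NADPH fluorescence drop versus no-compound background flagged substrates.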
Glioma ERSR ind: inducers of ER stress response in human glioma cells | hit rate 0.02% among 420,000 | Potency, µM, inactives show at the highest dose activation, hits mostly activators | U87-MG GRP78 promoter luciferase reporter, 16 h; note: potency is the fitted concentration of half-maximal effect; series mostly up to about 76 µM; % of control where 0% means no effect; nearly all actives have a fitted effect of over 35% in size
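Stably transfected U87-MG glioma cells carrying a GRP78-based luciferase sensor; 16 h compound incubation. Luminescence end-point read 10 min after Bright-Glo addition at room temperature.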
rTrxR1 inhibitor: rat TrxR1 inhibition; hit rate 1% among 390,000; recombinant rTrxR1, NADPH fluorescence consumption, selenite substrate; Potency, µM (highest dose often 114 µM), without a hit: at the highest dose activity change, negative = inhibition, actives largely listed as inhibitors; note: potency is the fitted concentration of half-maximal effect; % is set by controls: 0 for no effect and ±100 for the full control effect; nearly all actives have a fitted effect of over 65% in size
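Rat TrxR1 (90 nM in the dispensed reagent) was pre-reduced with 400 uM NADPH for 5 min at room temperature, then incubated with compound for 15 min. After 400 uM selenite was added, NADPH fluorescence (Ex 340/Em 450 nm) was followed for 8 min.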
* = called active by the depositor; ? = inconclusive; . = not tested or not shown; & = joins results of further samples; [ ] = remark or other dose. Unless noted, calls come from the whole dose curve; as a rule, active = well fitted curve in the direction sought with a large enough effect; inconclusive = small, poorly fitted or top-dose-only effect, or another doubt; inactive = no such curve, though single readings can be large; an effect the other way counts as inactive or inconclusive. Only part of the results is shown; count on the stated rates, not on these rows.

SMILES	LDHA inh	Vif-APOBEC3G blk	Vif-APOBEC3F blk	RGS4 inh	mIDH1 inhibitor	USP1 inh	TrxR1 substrate	Glioma ERSR ind	rTrxR1 inhibitor
Cc1nc2cccc(C)n2c(=O)c1Cl	-2	-4%	0%	10%	-1%	-9%	-9%	-2%	-5%
O=C(N/N=C/c1ccco1)c1ccccc1OCc1ccc(Br)cc1	-6	3%	-18%	-20%	-5%	-3%	-4%	0%	-12%
COC(=O)c1[nH]c2cccc(OC)c2c1NC(=O)CN(C)CC1OCCO1	-3	0%	-2%	36%	0%	-4%	20%	-6%	-5%
CCN1CCN(c2ccc(Cl)cc2NC(=O)c2ccco2)CC1	1	4%	14%	-8%	11%	-15%	9%	-4%	23%
O=c1[nH]c2c(-c3nc(-c4ccc(F)cc4)cs3)c(O)cn2c2ccc(Br)cc12	-5	2%	.	.	.	.	3%	7%	8%
CCNS(=O)(=O)c1ccc(OCCNS(C)(=O)=O)cc1	-5	0%	-1%	-6%	-2%	4%	6%	-1%	13%[57.1 µM]
CCOP(=O)(c1c(F)c(F)c(F)c(F)c1F)C1(O)CCCCC1 (stereo not given)	-2	-1%	-3%	10%	9%	-17%	8%[57.1 µM]	-2%	2%[57.1 µM]
O=C(NCCc1ccccc1)C1CCC(Cn2c(=O)c3ccccc3n(Cc3cccc(F)c3)c2=O)CC1 (stereo not given)	-4	0%	4%	-5%	-5%	-6%	-3%	-1%	3%
Cc1ccc(/C=C2\SC(=S)N(CC(=O)Nc3cccnc3)C2=O)cc1	-6	-2%	-1%	-30%	-5%	-10%	-1%[57.1 µM]	-2%	2%[57.1 µM]
O=C(OCc1nnc(-c2ccccc2)o1)c1cc(Cl)ccc1[N+](=O)[O-]	0	4%	-1%	8%	2%	1%	-3%	4%	21%
COc1ccc(OC)c(/C=N/NC(=O)CSc2cc(C)nc3c(OC)cccc23)c1	-3	0%	?	?	5%	?	105%	9%	23%[57.1 µM]
CCc1noc(C)c1C(=O)N(C)CC(=O)Nc1cccc(OC)c1	-1	-1%	-6%	6%	-6%	-5%	2%	0%	14%
C[C@H](NC(=O)OC(C)(C)C)C(=O)NCC1CCC(C(=O)O)CC1 (stereo not given in full)	-6	0%	2%	-13%	5%	-12%	-3%[57.1 µM]	-3%	-1%[57.1 µM]
O=C(O)COc1ccccc1/C=N/NC(=O)CNC(=O)c1ccc(F)cc1	-3	1%	1%	-9%[11.4 µM]	0%	-21%	-2%	-5%	12%
CNC(=O)c1c(NC(=O)c2cccc(N3C(=O)CCC3=O)c2)sc2c1CCC2	-6	1%	-2%	5%	6%	-2%	12%	-3%	-5%
Cc1ccc(NC(=O)N/C=C/c2ccco2)c(C)c1	-2	-7%	-16%	-3%	8%	-19%	8%[57.1 µM]	-3%	-16%[57.1 µM]
CCOc1cc(/C=C2\N=C(C)OC2=O)cc(Br)c1OCCc1ccccc1	-2	0%	5%	10%	11%	-5%	11%[57.1 µM]	-4%	-20%
CCCOc1c(Br)cc(C(=O)NCC)cc1OC	-4	-12%	-6%	-22%	0%	-13%	-6%	-6%	10%[57.1 µM]
CC1(C)CC(=O)C(C2=NC3(CCCCC3)Cc3ccccc32)=C(O)C1	-13	-2%	8%	-4%	-8%	-8%	-10%	-5%	2%
Cc1nc2ccccc2n1CCc1nc2c3ccccc3nc(SCC(=O)NCc3ccco3)n2n1	0	?	-21%	-43%[56.9 µM]	5%	-12%	2%	-15%	-28%
CCOC(=O)c1cc(-c2ccccc2)sc1NC(=S)Nc1cccc(C)n1	-8	7%	-12%	3%	5%	4%	-14%	-5%	-11%
COc1ccc(Nc2ccccc2NC(=O)c2ccccc2Br)cc1	-1&-5	-4%	14%	-1%	-1%	-1%	10%[0.0914 µM]	-4%	13%[0.0914 µM]
S=C(CN1CCCC1=S)NCCc1ccccc1	-1	0%	-6%	-15%	2%	-25%	3%	-1%	7%
CCOC(=O)c1ccc2[nH]c(C)c(CN3CCN(C)CC3)c(=O)c2c1	-4	0%	1%	-14%	1%	-14%	-10%	-4%	2%[57.1 µM]
COc1ccc(CCNC(=O)COC(=O)c2ccc(N3CCCC3=O)cc2)cc1OC	-10	0%	9%	6%	2%	-8%	-13%	-6%	20%[57.1 µM]
More structures follow:
SMILES	LDHA inh	Vif-APOBEC3G blk	Vif-APOBEC3F blk	RGS4 inh	mIDH1 inhibitor	USP1 inh	TrxR1 substrate	Glioma ERSR ind	rTrxR1 inhibitor
Cc1cc(C(=O)N2CCN(CCc3ccccc3)CC2)no1	-9	0%	-4%	9%	14%	-10%	1%	-2%	6%
Cc1ccc(NC(=O)CSc2ccc(-c3cccnc3)nn2)cc1Cl	-4	-3%	-10%	-3%	-9%	-21%	0%	-5%	13%
Cc1cc(C(=O)Nc2ccc(F)cc2)c2ccccc2n1	-7	0%	8%	-42%	-3%	0%	-5%[57.1 µM]	-1%	1%[57.1 µM]
Cc1ccc2nc(NCC(=O)O)nc(-c3ccccc3)c2c1	-3&4	3%	3%	6%	-1%	-8%	21%	-1%	-15%
Cc1cccc(N(C)c2ncnc3onc(-c4ccc(F)cc4)c23)c1C	0	-13%	0%	-4%	17%	-17%	-3%[57.1 µM]	-5%	-9%[57.1 µM]
COc1ccc(NC(=O)C2=CC(c3ccc(C)cc3)=NS(=O)(=O)N2C)cc1OC	0	3%	4%	-14%	3%	-21%	-2%[57.1 µM]	-5%	2%[57.1 µM]
COCCCn1c(=O)/c(=C/c2ccccc2OC(C)C)s/c1=C(\C#N)C(=O)Nc1ccc(C(=O)O)cc1	1	-2%	?	.	?	?	.	-1%	.
CCOC(=O)NC(=O)c1cn(N(C)c2ncc(C(F)(F)F)cc2Cl)c(=O)[nH]c1=O	-3	-3%	5%	-22%	12%	1%	-20%[11.4 µM]	-4%	32%[11.4 µM]
Cc1ccccc1Oc1nc2ccccn2c(=O)c1/C=C(\C#N)c1nc2ccccc2[nH]1	8	.	.	0%	.	?	2%	.	11%
COc1cc2[nH]c(=S)n(C3CC3)c(=O)c2cc1OC	-2	-4%	?	?	-1%	-6%	-2%	-6%	3%[57.1 µM]
COc1cc(C(=O)N2CCC(NC(=O)C(Cc3ccccc3)NC(C)=O)CC2)cc(OC)c1OC (stereo not given)	6	-1%	-3%	21%	1%	6%	5%[57.1 µM]	-5%	-8%
O=C(/C=C/c1cccc(C(F)(F)F)c1)Nc1cccc(C(F)(F)F)c1	5	0%	6%	-6%	1%	-21%	-12%[57.1 µM]	-3%	17%
Cc1cccc(C)c1NC(=O)CSCC(=O)O	-6	2%	-2%	10%	3%	4%	-3%	1%	1%
CC(CC(=O)Nc1nc2ccccc2[nH]1)n1ccnc1 (stereo not given)	-5	-4%	6%	-17%	1%	-12%	-7%	0%	11%[57.1 µM]
Cc1ccnc(N/C=C(/NC(=O)c2ccccc2)C(=O)N/N=C\c2ccc(Cl)cc2)n1	-6	-5%	?	-18%	5%	-10%	-5%	2%	10%
COc1ccc(-n2c(SCC(=O)NCC3CCCO3)nc3c([nH]c4ccccc43)c2=O)cc1 (stereo not given)	-1	-3%	1%	-6%	-5%	-19%	10%	-5%	15%
CCC(=O)Nc1ccc(CC)cc1-c1nc2ccccc2n(CC(=O)c2ccc(OC)cc2)c1=O	-4	0%	1%	27%	0%	-14%	5%	0%	15%
O=C(Nc1ccc(N2CCCCC2)cc1)c1ccc2c(c1)OCCO2	0	0%	-13%	-27%	2%	-4%	0%	2%	1%
COc1ccc(-n2c(=S)[nH]c3cc(C(=O)Nc4ccc(F)cc4)ccc3c2=O)c(OC)c1	-3	1%	-4%	-1%	1%	-15%	-1%	-6%	-2%
Nc1ncnc2c1ncn2[C@@H]1O[C@H](CNCc2ccc(OCC(=O)Nc3nccs3)cc2)[C@@H](O)[C@H]1O	1	1%	1%	-1%	5%	-29%	-1%	3%	-6%
O=C(COc1ccccc1Cl)Nc1cccc(S(=O)(=O)N2CCCC2)c1	-6	5%	2%	8%	10%	-4%	-6%	-4%	14%
CC1CC(N(C(=O)C2CC2)c2ccccc2)c2ccccc2N1C(=O)C1CC1 (stereo not given)	0	1%	2%	-16%	3%	-12%	6%	0%	10%
CCc1nc2nc(C)c(NS(=O)(=O)c3ccc(Cl)cc3)c(=O)n2[nH]1	-4	0%	-5%	28%	-7%	1%	-3%[57.1 µM]	0%	-3%[57.1 µM]
Cc1ccc(-c2onc(C)c2C)cc1S(=O)(=O)NCc1ccco1	-4	-10%	-8%	-28%	-10%	12%	-3%[57.1 µM]	1%	5%[57.1 µM]
COc1ccccc1CNC(=O)[C@@H](NC(=O)C1CCN(C(=O)[C@@H]2CCCN2C(=O)OC(C)(C)C)CC1)C(C)C	-6	-2%	-2%	18%	10%	9%	3%	1%	13%
O=C(Nc1ccccc1)c1ccc2c(O)c(S(=O)(=O)c3ccc(Cl)cc3)c(=O)[nH]c2c1	-11	3%	0%	16%	14%	-1%	-12%	-3%	-1%
Cc1cccc2cc3c(N)c(C(=O)N4CCc5ccccc54)sc3nc12	-4	?	4.5µM*	-6%	-8%	-22%	-6%	2%	-8%
